Screening results (PubChem BioAssay)
EphB4 ephrin blk: EphB4-ephrin-B2 interaction antagonists, primary screen, biochemical, TNYL-RAW peptide probe, fluorescence polarization; inhibition, % at 7 µM; EphB4 LBD / TNYL-RAW-Alexa532 peptide; actives 0.15% (n = 97,000);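 active = inhibition above the screen-wide mean inhibition plus 3 SD, cut at about 15% in these data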;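 note: 0% = DMSO wells and 100% = excess unlabeled TNYL-RAW peptide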
PLK1 kinase inh: human PLK1 kinase inhibitors, primary screen, biochemical, TR-FRET; inhibition, % at 10 µM; AID 619, 2007; Serine/threonine-protein kinase PLK1 (Homo sapiens), P53350; recombinant PLK1 kinase, TR-FRET peptide phosphorylation; actives 0.53% (n = 97,000);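 active = inhibition of 50% or more in the single-concentration screen; inactive = inhibition below 50%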;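 note: 0% = DMSO max control and 100% = H-89 dihydrochloride min control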
Plk1 PBD FP: Plk1 polo box domain binding inhibitors, primary screen, biochemical, fluorescence polarization; Serine/threonine-protein kinase PLK1 (Homo sapiens), P53350; Plk1 PBD phosphopeptide binding; inhibition, %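 (tested at about 20 µM)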; actives 0.13% (n = 97,000); AID 693, 2007; in the data active = inhibition above about 34%, passing the limit was not always enough
Calb biofilm kill: clotrimazole potentiators killing Candida biofilms, primary screen, with clotrimazole, Alamar Blue | C. albicans biofilm + clotrimazole | inhibition, % at 6 µM | actives 0.14% (n = 85,000) | AID 834, 2007;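 active = inhibition above 20%; inactive = inhibition below 20%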;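 note: preformed 24 hr biofilms exposed to compound for 48 hr; 0% = biofilm without compound and 100% = blank killed by clotrimazole plus chlorhexidine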
Rev-RRE block: HIV-1 Rev-RRE binding inhibitors, primary screen, biochemical, FRET, protein-RNA interaction; P05866; Rev peptide-RRE RNA binding; inhibition, % at 8 µM; actives 0.79% (n = 97,000); AID 704, 2007;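 active = inhibition above the screen-wide mean plus 3 SD, cut at about 35% in these data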;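 note: 0% = median DMSO wells and 100% = median Neomycin B control wells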
Target sequence (P05866 whole entry, looked up): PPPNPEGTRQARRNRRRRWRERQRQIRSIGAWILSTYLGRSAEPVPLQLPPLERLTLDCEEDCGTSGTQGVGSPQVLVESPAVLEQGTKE
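Assay system: Rev peptide and RRE RNA, both fluorescently labelled; times: 5 min preincubation and 15 min binding, 25 °C; detection: FRET, ex 480 nm, em 540 and 671 nm; read-out basis: % inhibition from 671/540 nm acceptor-to-donor ratio, scaled between controls; benchmarks: DMSO low control, neomycin B high control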
CYP2C9 act: human CYP2C9 activators, primary screen, biochemical, luminescence; Cytochrome P450 2C9 (Homo sapiens), P11712; recombinant CYP2C9, luciferin-H conversion; hits give high values; factor 1 = untreated enzyme, 0 = blocked; activation factor at 5 µM; actives 1.4% (n = 96,000); AID 1024, 2008;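 active = activation factor of 2 or more for CYP2C9 at a 5 µM dose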;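 note: 0 = sulfaphenazole-blocked wells and 1 = vehicle-only wells; values of inactives mirror those of a sister screen read the other way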
PTPN22 inh 2: PTPN22 phosphatase inhibitors, primary screen, biochemical, DiFMUP fluorescence, 2 µM. Tyrosine-protein phosphatase non-receptor type 22 (Homo sapiens), Q9Y2R2. recombinant LYP catalytic domain. inhibition, % at 2 µM. actives 0.21% (n = 96,000). AID 640, 2007;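 active = inhibition at 2 µM at or above a set limit, the screen mean plus 3 SD, cut at about 24% in these data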;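 note: 0% = DMSO with enzyme and 100% = enzyme fully blocked by orthovanadate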
Target sequence (Q9Y2R2 whole entry, looked up, the tested form may be a part): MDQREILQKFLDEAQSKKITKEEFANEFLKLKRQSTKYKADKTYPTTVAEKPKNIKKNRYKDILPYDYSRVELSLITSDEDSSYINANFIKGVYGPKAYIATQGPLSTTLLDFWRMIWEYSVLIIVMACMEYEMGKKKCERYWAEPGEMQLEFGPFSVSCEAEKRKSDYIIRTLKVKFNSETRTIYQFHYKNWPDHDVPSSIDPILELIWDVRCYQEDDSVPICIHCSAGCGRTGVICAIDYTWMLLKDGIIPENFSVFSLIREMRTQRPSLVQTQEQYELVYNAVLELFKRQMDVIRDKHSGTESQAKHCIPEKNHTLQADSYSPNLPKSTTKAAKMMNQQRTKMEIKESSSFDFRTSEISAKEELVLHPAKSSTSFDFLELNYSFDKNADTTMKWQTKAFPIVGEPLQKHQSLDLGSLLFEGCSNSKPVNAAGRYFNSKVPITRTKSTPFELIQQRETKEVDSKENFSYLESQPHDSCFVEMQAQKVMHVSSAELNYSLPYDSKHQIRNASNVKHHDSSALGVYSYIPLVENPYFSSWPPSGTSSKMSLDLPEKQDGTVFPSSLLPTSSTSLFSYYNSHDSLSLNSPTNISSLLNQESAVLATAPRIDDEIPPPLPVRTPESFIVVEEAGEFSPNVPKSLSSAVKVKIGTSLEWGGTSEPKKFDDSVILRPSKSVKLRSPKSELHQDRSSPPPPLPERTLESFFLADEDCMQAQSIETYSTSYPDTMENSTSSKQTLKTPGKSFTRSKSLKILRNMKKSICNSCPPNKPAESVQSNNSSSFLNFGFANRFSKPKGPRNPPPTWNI
PTPN22 act: LYP phosphatase activators, primary screen, biochemical, DiFMUP fluorescence, 2 µM. Tyrosine-protein phosphatase non-receptor type 22 (Homo sapiens), Q9Y2R2. recombinant LYP; 0 = plate median, 100 = signal doubled. activation, % at 2 µM. AID 697, 2007. actives 0.11% (n = 96,000);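 active = activation at 2 µM above a set limit, the mean plus 5 SD, cut at about 37% in these data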
CYP2C9 inh: blockers of cytochrome P450 2C9 activity – biochemical, luminescence, ADME assay, primary screen | AID 777, 2007 | inhibition, % at 5 µM | CYP2C9 Supersomes, luciferin-H conversion | P11712 | actives 20% (n = 96,000);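 active = blocking of liver enzyme CYP2C9 beyond about 50% at 5 µM, limit read from the data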; note: values of inactives mirror those of a sister screen read the other way
* = called active by the depositor; x = no result given. Rows were taken by chance; about 20% have a hit in one of these screens.

entry	Structure	EphB4 ephrin blk	CYP2C9 inh	PTPN22 act	Calb biofilm kill	Plk1 PBD FP
1	Cc1ccc(S(=O)(=O)/N=C(\Sc2ccccc2)c2ccccc2)cc1	-1	62*	5	1	19
2	Cc1cc(NC(CC(C)C)C(=O)O)nc(Cc2ccccc2)n1 (stereo not drawn)	1	-12	15	x	-6
3	CCOc1ccc2[nH]c(=O)c(CN(CCc3ccccc3)C(=O)N3CCCC3)cc2c1	8	42	-8	x	6
4	O=C(c1cccn2c(=O)c3cc(Br)ccc3nc12)N1CCN(c2ccccn2)CC1	5	59*	3	6	8
5	O=S(=O)(Nc1ccc(N2CCOCC2)cc1)c1cccs1	-10	46	3	3	7
6	CCOC(=O)c1cnn(-c2nc(-c3ccc(C)cc3)cs2)c1C(F)(F)F	-5	6	-5	x	4
7	Cn1c(Cc2ccccc2)nnc1SCC(=O)c1cccs1	1	44	-8	4	-11
8	COc1ccc(CNS(=O)(=O)c2ccc(C3CNC(=O)C3)cc2)cc1 (stereo not drawn)	6	14	2	1	19

entry	CYP2C9 act	PTPN22 inh 2	Rev-RRE block	PLK1 kinase inh
1	0.4	-8	10	-2
2	1.1	-17	-1	-3
3	0.6	10	-4	-9
4	0.4	-4	5	-15
5	0.5	-3	3	-4
6	0.9	4	23	-8
7	0.6	8	5	-5
8	0.9	0	9	13

Further compounds follow:
entry	Structure	EphB4 ephrin blk	CYP2C9 inh	PTPN22 act	Calb biofilm kill	Plk1 PBD FP
9	CCn1c(C(=O)N2CCC(C(=O)NCc3cccs3)CC2)cc2sccc21	1	-21	-6	7	19
10	CCCCSc1cnn(-c2ccccc2)c(=O)c1SCCCC	4	x	-8	5	-16
11	Cc1cccc(NC(=O)c2cc(NC(=O)c3ccco3)ccc2N2CCCCC2)c1	4	18	-5	5	18
12	O=C(COc1ccc2ccccc2c1)N1CCCC1	-4	-5	-2	x	-18
13	NC(=O)C(c1ccc(Cl)cc1)c1ccc(Sc2ccccc2)nn1 (stereo not drawn)	7	-17	-1	-5	13
14	CCOC(=O)C1=C(N2CCCCC2)c2cc3c(n2C1=O)CCCC3	-6	24	-1	5	-19
15	O=C1OC(c2ccc(Cl)cc2)=N/C1=C\c1cccnc1	-6	18	8	x	-4
16	CCn1c(Cc2cccc3ccccc23)nnc1SCC(=O)Nc1nccs1	2	x	-7	3	-6

entry	CYP2C9 act	PTPN22 inh 2	Rev-RRE block	PLK1 kinase inh
9	1.2	5	8	-10
10	x	7	10	-10
11	0.8	7	7	-27
12	1.1	5	5	-3
13	1.2	0	10	-1
14	0.8	-2	4	-2
15	0.8	-10	0	-12
16	x	7	1	65*

Later entries
entry	Structure	EphB4 ephrin blk	CYP2C9 inh	PTPN22 act	Calb biofilm kill	Plk1 PBD FP
17	CCn1c(NCc2cc(OC)ccc2OC)nc2ccccc21	-2	58*	-3	0	19
18	Cc1cc(N2C(=O)C(O)=C(C(=O)c3cccs3)C2c2ccccc2)no1 (stereo not drawn)	-1	29	5	x	-10
19	COc1ccccc1N1CCN(Cc2nc3ccsc3c(=O)[nH]2)CC1	-1	11	5	x	4
20	CCN(Cc1ccccc1)Cc1c(F)cccc1F	-2	-8	0	6	-3
21	O=C(NCc1csc(-c2ccccc2)n1)c1ccco1	6	14	-15	11	2
22	O=C(CCN1C(=O)C2CC=C(Cl)CC2C1=O)NCc1ccccc1 (stereo not drawn)	3	x	-2	9	-6
23	Cc1ccc(NC(=O)CN2C(=O)NC3(CCC(C)CC3)C2=O)c(Cl)c1 (stereo not drawn)	6	-2	4	10	6
24	CCOC(=O)CN1C(=O)c2ccccc2C1=O	4	-18	2	7	-7

entry	CYP2C9 act	PTPN22 inh 2	Rev-RRE block	PLK1 kinase inh
17	0.4	0	1	-16
18	0.7	-2	3	-13
19	0.9	0	2	0
20	1.1	-2	1	-1
21	0.9	14	2	2
22	x	2	15	-5
23	1	-5	3	-7
24	1.2	-7	6	-8

Next part:
entry	Structure	EphB4 ephrin blk	CYP2C9 inh	PTPN22 act	Calb biofilm kill	Plk1 PBD FP
25	O=C(c1ncn[nH]1)N1CCN(c2nc(-c3ccccc3)cs2)CC1	-5	12	8	2	-4
26	Cc1ccccc1-c1noc(-c2ccccc2C(=O)N2CCCC2)n1	-4	84*	-9	6	8
27	O=C(CCn1c(=O)sc2ccccc21)NCc1ccco1	-1	x	1	3	-9
28	Cc1cc([N+](=O)[O-])ccc1-c1ccc(C2Nc3ccccc3C(=O)N2O)o1 (stereo not drawn)	4	43	-6	x	14
29	O=C(CCCCCN1C(=O)c2ccccc2C1=O)NC1CCCC1	-1	89*	5	2	29
30	CCn1c(-c2cc(-c3cccc(OC)c3)nc3ccccc23)n[nH]c1=S	-3	91*	21	x	7
31	O=C(Nc1ccccc1)N1CCc2ccccc21	2	x	-3	7	-11
32	Cc1cc(NCCN2CCOCC2)n2ncc(-c3ccc(Cl)cc3)c2n1	7	x	13	x	-11

entry	CYP2C9 act	PTPN22 inh 2	Rev-RRE block	PLK1 kinase inh
25	0.9	-11	-2	-9
26	0.2	7	6	-8
27	x	0	6	-13
28	0.6	4	14	1
29	0.1	-3	-4	-12
30	0.1	-18	2	-6
31	x	3	5	-8
32	x	-18	6	-71

2 entries picked at random from those above, as already listed:
entry	Structure	EphB4 ephrin blk	CYP2C9 inh	PTPN22 act	Calb biofilm kill	Plk1 PBD FP
31	O=C(Nc1ccccc1)N1CCc2ccccc21	2	x	-3	7	-11
29	O=C(CCCCCN1C(=O)c2ccccc2C1=O)NC1CCCC1	-1	89*	5	2	29

entry	CYP2C9 act	PTPN22 inh 2	Rev-RRE block	PLK1 kinase inh
31	x	3	5	-8
29	0.1	-3	-4	-12

Next results follow.
entry	Structure	EphB4 ephrin blk	CYP2C9 inh	PTPN22 act	Calb biofilm kill	Plk1 PBD FP
33	O=C(NCc1ccccc1)C(c1cccs1)N(Cc1cccs1)C(=O)c1cnccn1 (stereo not drawn)	0	23	-1	x	-14
34	CCOc1c2ccc(C(=O)N[C@H](C)C3CCCCC3)cc2nn1CC	1	5	9	x	-23
35	CC1CCCN(C(=O)C(Cc2ccccc2)n2cccc2)C1 (stereo not drawn)	2	28	3	6	2
36	CCC(C)NS(=O)(=O)c1ccc(OCC(=O)NCc2ccco2)cc1 (stereo not drawn)	3	25	-8	2	10
37	CCn1c(CNC(=O)COc2ccc(C(C)C)cc2)nnc1SCC(=O)Nc1ccccc1	2	38	-2	x	8
38	Cc1cccc(-c2noc(CN(C)S(=O)(=O)c3cc(Cl)ccc3Cl)n2)c1	-8	-65	0	-2	-7
39	Nc1nc2n(n1)C(c1ccco1)CC(c1ccc(F)cc1)N2 (stereo not drawn)	-1	-7	4	6	16
40	O=C(O)CCn1c2c(c3ccccc31)CCCC2	-4	2	-10	1	-9

entry	CYP2C9 act	PTPN22 inh 2	Rev-RRE block	PLK1 kinase inh
33	0.8	5	9	-11
34	0.9	-6	7	-9
35	0.7	-6	0	-7
36	0.7	10	6	-7
37	0.6	1	0	-11
38	1.7	-1	20	-10
39	1.1	-4	8	-11
40	1	11	2	-11

(more compounds)
entry	Structure	EphB4 ephrin blk	CYP2C9 inh	PTPN22 act	Calb biofilm kill	Plk1 PBD FP
41	Cc1ccc2sc3ccc(NC(=O)c4ccccc4Cl)cc3c(=O)c2c1	0	9	2	x	3
42	CC1CCN(CC(=O)NCc2ccccc2)CC1	-8	-4	2	10	18
43	c1ccc2oc(NC3=NCN(CC4CCCO4)CN3)nc2c1 (stereo not drawn)	1	-2	-8	6	-7
44	c1ccc(Cc2nnc3sc(-c4cccnc4)nn23)cc1	-3	64*	12	9	-13
45	O=c1c2ccccc2n(Cc2ccccc2F)c(=O)n1Cc1ccccc1F	1	-20	-3	4	-6
46	COc1ccc(C(=O)Nc2ccc3c(c2)nc2n3CCSC2)cc1	-4	33	5	2	-2
47	Cn1c(CO)cnc1S(=O)(=O)Cc1ccc([N+](=O)[O-])cc1	-3	-31	x	x	-5
48	COc1cc(C(=O)Nc2nc3ccccc3[nH]2)cc(OC)c1OC	-3	x	-5	5	-9
49	Cc1ccc(Nc2nc(-c3c(C)nc4ccccn34)cs2)cc1	2	-92	8	x	-7
50	CC(C)(C)c1nnc(NS(C)(=O)=O)s1	3	x	-5	9	4

entry	CYP2C9 act	PTPN22 inh 2	Rev-RRE block	PLK1 kinase inh
41	0.9	1	3	-12
42	1	0	5	-5
43	1	6	5	9
44	0.4	-9	0	0
45	1.2	7	9	-11
46	0.7	-8	6	-13
47	1.3	x	1	-8
48	x	3	1	-8
49	1.9	-5	6	0
50	x	6	8	-13

Gathered by group, the compounds so far containing two or more sulfur atoms
entry	Structure	EphB4 ephrin blk	CYP2C9 inh	PTPN22 act	Calb biofilm kill	Plk1 PBD FP
1	Cc1ccc(S(=O)(=O)/N=C(\Sc2ccccc2)c2ccccc2)cc1	-1	62*	5	1	19
5	O=S(=O)(Nc1ccc(N2CCOCC2)cc1)c1cccs1	-10	46	3	3	7
7	Cn1c(Cc2ccccc2)nnc1SCC(=O)c1cccs1	1	44	-8	4	-11
9	CCn1c(C(=O)N2CCC(C(=O)NCc3cccs3)CC2)cc2sccc21	1	-21	-6	7	19
10	CCCCSc1cnn(-c2ccccc2)c(=O)c1SCCCC	4	x	-8	5	-16
16	CCn1c(Cc2cccc3ccccc23)nnc1SCC(=O)Nc1nccs1	2	x	-7	3	-6
33	O=C(NCc1ccccc1)C(c1cccs1)N(Cc1cccs1)C(=O)c1cnccn1 (stereo not drawn)	0	23	-1	x	-14
50	CC(C)(C)c1nnc(NS(C)(=O)=O)s1	3	x	-5	9	4

entry	CYP2C9 act	PTPN22 inh 2	Rev-RRE block	PLK1 kinase inh
1	0.4	-8	10	-2
5	0.5	-3	3	-4
7	0.6	8	5	-5
9	1.2	5	8	-10
10	x	7	10	-10
16	x	7	1	65*
33	0.8	5	9	-11
50	x	6	8	-13
